High-throughput results from PubChem BioAssay.
WT yeast gro inh: growth inhibition of WT yeast, mitochondrial fusion screen; inhibition, % at 10 µM; 2.1% of 190,000 active; mitochondrial fusion phenotypic screen, WT strain; in the data active means inhibition above about 58%; tested in S. cerevisiae
PMI inhibitors: inhibitors of human PMI, primary screen, biochemical, fluorescence intensity, coupled assay (AID 1209). purified PMI enzyme, coupled fluorescence intensity; higher % means a stronger effect. inhibition, % at 20 µM; hits with a dose series show IC50 in µM. 0.42% of 190,000 active;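 further: plate controls were DMSO vehicle for no effect and wells lacking substrate for full effect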
bCat nuc transl: alters nuclear translocation of beta-catenin in HeLa cells; immunofluorescence imaging; nuclear translocation activity, % at 5 µM; 0.3% of 190,000 active; AID 1665;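 active means nuclear translocation activity above 50% at 5 µM, with a well cell count of 50 or more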;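 further: per-cell ratio of nuclear to cytoplasmic median beta-catenin stain intensity; plate controls were DMSO negative control for no effect and GSK-3 inhibitor IX positive control for full effect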
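Test system: human HeLa cell line; Doses: 5 µM primary, 0.02–20 µM confirmation; Incubation: 24 h compound exposure, 37°C; Detection: beta-catenin immunofluorescence imaging with DAPI; Read-out: beta-catenin nuclear/cytoplasmic ratio, % activation.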
MT stabilizer: microtubule stabilization, imaging screen; % tubulin-high responders, % at 10 µM; HeLa tubulin immunostaining HCS, 24 h; share of cells brighter than vehicle mean+2SD; 0.83% of 200,000 active; AID 2205;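 active means plate Z-score above 3 for both tubulin-high and condensed-nucleus cell shares, with cell loss under 80%, at 10 µM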;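 further: anti alpha tubulin signal scored within the nucleus-defined area of each cell; some results filed as inactive read as strong as hits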
PMI inhibition: MPI inhibition at elevated mannose 6-phosphate – biochemical, fluorescence intensity, high mannose 6-phosphate, primary screen (AID 1220); recombinant PMI enzyme, coupled fluorescence intensity; higher % means a stronger effect; one-dose inhibition, % at 20 µM; IC50 in µM for titrated hits; 0.66% of 190,000 active
Dynein transport: blocks dynein driven cargo transport along microtubules; 0.47% of 220,000 active; 3617.4 mouse cells, GR-EGFP nuclear translocation imaging; test concentration mostly 20 µM; stimulated with dexamethasone, 1 µM; hits give low values; z-score, hits read low;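 active means plate z-score of nuclear minus cytoplasmic receptor signal below a set negative limit, without overly bright fluorescence or cell loss, cut at about -3.5 in these data, passing the limit was not always enough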;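 further: z-score of nuclear minus cytoplasmic ring GR-EGFP intensity difference per well; some compounds called inactive have numbers as strong as hits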
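medium = tetracycline-free induction medium containing charcoal-stripped FBS | probe or stimulus = dexamethasone, 1.0 µM final | timing = 48 h induction, then 1 h compound, then 30 min agonist, 37 °C | detection = automated 10x imaging of fixed Hoechst-stained cells | read-out basis = nuclear versus cytoplasmic GR-EGFP signal, averaged per well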
Yfh1-off respiration: enhancers of respiration in Yfh1-depleted yeast, dose response, Friedreich's ataxia, plus single-dose screen (AID 1465); S. cerevisiae Yfh1-off respiration, WST-1 reduction, 72 h; higher fold induction means a stronger effect; fold induction at 50 µM, or EC50 in µM where a hit was titrated; 0.074% of 220,000 active;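 active means fold induction of absorbance versus untreated yeast above a set limit, then at least 30% activation at any dose in follow-up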;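 further: activators that raise dye reduction in frataxin-depleted yeast; strong numbers were not always called active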
Insulin prom up: MIN6 insulin promoter up-regulation | MIN6 insulin promoter-GFP reporter, high-content imaging; hits give high values | z-score at 5 µM | 0.3% of 190,000 active | AID 1625;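 active means z-score above 3 at 5 µM with at least 500 cells counted in the well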
Autophagy HCS: autophagy modulation, high-content screen. 0.98% of 190,000 active. AID 463193. calls only at 10 µM (by protocol). MEF GFP-LC3 puncta imaging; test concentration mostly 10 µM;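 active means percentage of spot-positive cells more than 3 SD above its plate mean, without a fluorescence outlier flag or 80% toxicity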;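 further: spot-positive cell cutoff set from DMSO-treated cells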
WT yeast gro inh mutant strain: second read-out of WT yeast gro inh, no call of its own (marks repeat the call); inhibition, %; mitochondrial fusion phenotypic screen, mutant strain inhibition
Dynein transport cytoplasmic EGFP: recorded beside Dynein transport, whose call it bears; z-score; measured here: cytoplasmic GR-EGFP intensity; hits give high values
Dynein transport nuclear GR-EGFP: also measured in Dynein transport; calls as there; z-score; measured here: nuclear GR-EGFP intensity;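 lower value marks the stronger effect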
Dynein transport cell count: also measured in Dynein transport; calls as there; z-score; measured here: cell count per field
Insulin prom up cell count: second read-out of Insulin prom up, no call of its own (marks repeat the call); cell count; measured here: cytotoxicity, nuclei count;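 total cells summed across four imaged fields per well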
bCat nuc transl cell count 5 µM: second read-out of bCat nuc transl, no call of its own (marks repeat the call); cell count; measured here: cell count, cytotoxicity flag
MT stabilizer Hoechst-high %: recorded beside MT stabilizer, whose call it bears; % Hoechst-high responders; measured here: nuclear condensation Hoechst responders;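 share of cells brighter than vehicle mean plus two SD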
MT stabilizer cytotoxicity %: second read-out of MT stabilizer, no call of its own (marks repeat the call); toxicity, %; measured here: cytotoxicity by cell density;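 0% = mean cell density of plate MIN control wells and 100% = no cells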
Autophagy HCS cell loss 18 h: second read-out of Autophagy HCS, no call of its own (marks repeat the call); toxicity, %; measured here: cell loss, nuclei count;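 cell loss after 18 h compound exposure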
* hit, by the source's call; i = inactive; nt = no result given. Unless noted, no stated cut-off is given here; in the data, active means inhibition above about 50%; inactive means the rest.

structure | WT yeast gro inh mutant strain | Dynein transport cytoplasmic EGFP | Dynein transport cell count | Dynein transport | Autophagy HCS cell loss 18 h | PMI inhibitors | Dynein transport nuclear GR-EGFP | MT stabilizer Hoechst-high % | Yfh1-off respiration | MT stabilizer | Insulin prom up cell count | Insulin prom up | MT stabilizer cytotoxicity % | PMI inhibition | bCat nuc transl | bCat nuc transl cell count 5 µM | WT yeast gro inh | Autophagy HCS
CCn1c(COc2ccc(Cl)cc2)nnc1SCc1ccc(C#N)cc1 | 20.1 | -0.319 | -0.125 | 0.0759 | -0.5 | 3.7% | -0.599 | 3.0 | i | 4.0 | 1838 | -0.39 | 8.5 | 4.0% | -0.3 | 1005 | 39.0 | i
Cc1csc(C(=O)O)c1-c1c(C)csc1C(=O)O | 15.6 | -0.184 | 0.0169 | -0.0871 | -13.5 | -12.9% | 0.0409 | 2.6 | i | 2.9 | 1424 | 0.06 | 6.3 | 0.8% | -1.4 | 942 | 13.0 | i
Cc1ccc(OCC(=O)NCc2cccnc2)cc1 | -9.2 | -0.117 | 0.18 | 0.685 | 9.7 | 0.4% | 0.385 | 1.3 | i | 3.3 | 1597 | 0 | 4.7 | -2.0% | 0.1 | 921 | 3.1 | i
COc1cc2c(cc1OC)CN(C(=O)/C=C/c1cccs1)CC2 | nt | -0.0688 | -2.32 | 1.53 | nt | nt | 0.626 | nt | i | nt | 832 | -0.49 | nt | nt | 120.1* | 279* | nt | nt
O=C(Nc1nnc(C2=COCCO2)o1)C1CCCCC1 | 8.0 | -0.342 | 1.1 | -0.909 | 12.9 | -6.2% | 0.0526 | 1.3 | i | 2.8 | 1131 | 1.6 | 8.2 | 0.3% | -2.1 | 1051 | -10.1 | i
Cc1cc(C)nc(/N=C(\N)N(Cc2ccccc2)Cc2ccccc2)n1 | 25.4 | -0.278 | 0.406 | -1.2 | 2.1 | 2.5% | 0.0531 | 4.2 | i | 3.0 | 1638 | -0.81 | 7.6 | 1.4% | -0.2 | 1017 | 23.1 | i
Cc1cc(C(=O)CSc2nnc(N)s2)c(C)n1CCc1ccc(Cl)cc1 | -0.5 | -0.482 | -0.271 | 0.00319 | 20.1 | 1.4% | -0.0914 | 4.7 | i | 4.7 | 1066 | 0.11 | 7.9 | 10.7% | 1.6 | 804 | 10.2 | i
Cc1cc(C)c2c(=O)n(CC(=O)Nc3cccc(F)c3)sc2n1 | nt | 0.107 | -0.724 | -1.62 | nt | nt | -0.742 | nt | i | nt | 1036 | 0.06 | nt | nt | -0.7 | 1352 | nt | nt
Cc1ccc(NC(=S)NN(C)c2cc(C)nc(C)n2)cc1 | 2.2 | -0.268 | 1.48 | -0.467 | 10.9 | -5.4% | -0.298 | 1.7 | i | 3.6 | 1175 | 0.95 | 4.9 | -11.0% | -3.5 | 563 | 6.2 | i
O=C1CC(N(O)c2ccccc2)C(=O)N1c1ccc(Cl)c(Cl)c1 (stereo unspecified) | nt | -0.244 | 0.425 | -0.106 | nt | nt | 0.378 | nt | i | nt | 1037 | -1.11 | nt | nt | 0.4 | 1354 | nt | nt
COc1ccc(C(=O)NCCc2nnc(SCC(=O)Nc3ccccc3)n2C)cc1 | 6.3 | -0.2 | -0.157 | 0.13 | -0.2 | 7.2% | 0.274 | 2.1 | i | 1.4 | 1515 | -0.09 | 7.0 | 1.8% | -0.1 | 963 | 5.9 | i
COc1cccc(-n2nnc3c(=O)n(Cc4ccc(F)cc4)cnc32)c1 | 4.5 | -0.347 | -0.0583 | 0.391 | 1.0 | 10.3% | 0.497 | 1.4 | i | 5.0 | 1448 | 0.18 | 8.3 | 4.7% | 0.9 | 1382 | 1.2 | i
CC(C)Sc1nc2c(c(=O)n(C)c(=O)n2C)n1Cc1ccc(Cl)cc1 | 23.4 | -0.239 | -0.312 | -0.234 | -2.3 | 10.2% | 0.242 | 0.7 | i | 1.1 | 1107 | 0.08 | 19.8 | 5.2% | nt | nt | 36.8 | i
CCCCOC(=O)C(NC(=O)c1ccccc1)=C(C)C | 4.8 | -0.17 | 0.499 | 0.0451 | 3.8 | -2.2% | 0.121 | 0.9 | i | 1.3 | 900 | 0.84 | 4.5 | -7.7% | 0.0 | 1095 | 9.7 | i
Cc1nnc(NC(=O)CSc2nccn2C)s1 | -11.6 | -0.222 | 0.922 | -1.51 | -20.0 | -4.9% | -0.684 | 1.5 | i | 3.8 | nt | nt | 4.3 | -2.9% | 3.9 | 576 | -8.7 | i
COc1ccc2nc(SCC(=O)Nc3ccccc3)[nH]c2c1 | 15.2 | -0.334 | 0.848 | -0.675 | 6.4 | 2.3% | -0.628 | 3.9 | i | 3.0 | 1144 | 0.6 | 4.9 | -5.5% | nt | nt | 5.0 | i
N#Cc1cc(-c2cccc(Cl)c2)c[nH]c1=O | -11.5 | -0.249 | 0.609 | -0.266 | 1.4 | 9.9% | -0.424 | 1.8 | i | 2.0 | 1724 | 0.5 | 7.3 | 10.0% | -2.9 | 1119 | -3.6 | i
O=C1C2C3CCC(C3)C2C(=O)N1CNc1ccc(F)cc1 (stereo unspecified) | 6.0 | 0.164 | 0.493 | -0.0882 | 1.9 | 19.3% | 0.156 | 2.2 | i | 4.4 | 1248 | 0.52 | 7.8 | 4.0% | -3.7 | 1166 | 2.9 | i
COCCCNC1CS(=O)(=O)CC1O (stereo unspecified) | nt | 1.09 | -0.347 | -0.175 | nt | nt | 0.921 | nt | i | nt | 1055 | -1.43 | nt | nt | 0.8 | 1364 | nt | nt
CCN(CC)CCNC(=O)c1cc(S(C)(=O)=O)ccc1OC | -13.0 | 0.185 | 0.53 | 0.0548 | 22.6 | -25.6% | 0.275 | 2.7 | nt | 4.4 | nt | nt | 4.5 | -27.0% | -4.6 | 614 | 0.6 | i
CC1CCN(S(=O)(=O)c2ccc(F)c(C(=O)O)c2)CC1 | 14.5 | -0.409 | 0.233 | -0.623 | 8.2 | -8.1% | -0.2 | 1.8 | i | 1.6 | 1555 | 1.03 | 5.8 | -4.5% | -3.4 | 908 | -6.5 | i
O=c1/c(=C/c2ccccc2)sc2nnc(-c3cccs3)n12 | nt | -0.207 | 0.856 | -0.259 | nt | nt | -0.44 | nt | i | nt | 1105 | 0.1 | nt | nt | -1.0 | 1280 | nt | nt
CC(=O)Cc1cc(=O)c2c(C)cc(O)c(C3OC(CO)C(O)C(O)C3O)c2o1 (stereo unspecified) | nt | -0.83 | 0.491 | -0.806 | nt | nt | -0.156 | nt | i | nt | 1046 | 0.73 | nt | nt | 1.0 | 1135 | nt | nt
CC1CC(C)CN(c2ccc([N+](=O)[O-])cc2-c2nn[nH]n2)C1 (stereo unspecified) | 8.1 | -0.25 | 0.0619 | 0.0234 | 9.6 | 5.0% | 0.118 | 3.0 | i | 3.4 | 1246 | 1.52 | 9.0 | 39.8% | 0.1 | 558 | -7.3 | i

Individual results from the results shown:
CC(=O)Cc1cc(=O)c2c(C)cc(O)c(C3OC(CO)C(O)C(O)C3O)c2o1 (stereo unspecified) – Dynein transport nuclear GR-EGFP = -0.156
N#Cc1cc(-c2cccc(Cl)c2)c[nH]c1=O – MT stabilizer Hoechst-high % = 1.8

Continuation.
structure | WT yeast gro inh mutant strain | Dynein transport cytoplasmic EGFP | Dynein transport cell count | Dynein transport | Autophagy HCS cell loss 18 h | PMI inhibitors | Dynein transport nuclear GR-EGFP | MT stabilizer Hoechst-high % | Yfh1-off respiration | MT stabilizer | Insulin prom up cell count | Insulin prom up | MT stabilizer cytotoxicity % | PMI inhibition | bCat nuc transl | bCat nuc transl cell count 5 µM | WT yeast gro inh | Autophagy HCS
S=C(Nc1ccc(Cl)cc1)N(CCCN1CCOCC1)Cc1cccs1 | 28.7 | -0.276 | 0.000561 | 0.276 | 14.9 | -3.4% | 0.425 | 2.3 | i | 4.3 | 1242 | -0.79 | 8.5 | -7.3% | -0.3 | 992 | 3.0 | i
COC(=O)c1sccc1NC(=O)c1ccc(OC)c([N+](=O)[O-])c1 | 14.3 | -0.31 | -0.415 | -0.673 | 4.3 | 8.3% | 0.274 | 1.6 | i | 1.4 | 1548 | -0.32 | 8.4 | 5.0% | -1.0 | 916 | 19.5 | i
N/C(=N\OC(=O)Cc1ccc(-c2ccccc2)cc1)c1ccncc1 | -0.8 | -0.344 | 0.594 | -0.725 | 7.6 | 6.5% | -0.415 | 2.4 | i | 5.7 | 1319 | 1.6 | 5.3 | 4.9% | -0.8 | 1090 | 30.8 | i
Cc1cc(=O)n(-c2ccc(C(=O)O)cc2)[nH]1 | -9.7 | -0.33 | 0.873 | -0.836 | 5.3 | -22.8% | -0.547 | 2.2 | i | 2.4 | 1277 | -0.56 | 7.5 | -5.2% | -1.6 | 1059 | -12.4 | i
Cc1ccc(CC2CC(=O)N(c3cc(C)on3)C2=O)cc1 (stereo unspecified) | -6.2 | -0.159 | 0.105 | -0.635 | 5.3 | 5.4% | -0.195 | 2.5 | i | 5.9 | 956 | 1.02 | 6.0 | 3.8% | nt | nt | 2.9 | i
C/C(=N\Nc1ccc(C(=O)O)cc1)c1nc2ccccc2n1C | -19.7 | -0.264 | -0.145 | 0.834 | -10.8 | 8.4% | 0.699 | 3.4 | i | 4.5 | 1454 | -0.07 | 7.5 | 1.2% | 1.3 | 1155 | -9.0 | i
CCOC(=O)NC(=O)C(=CNc1ccccc1OC)C(=O)NC(=O)OCC | -7.9 | 0.198 | 1.12 | -0.477 | 11.5 | -8.8% | -0.53 | 2.7 | i | 2.3 | 1350 | 0.59 | 5.2 | 1.4% | nt | nt | -2.1 | i
